D3 antag: qHTS of D3 Dopamine Receptor Antagonist: qHTS; D(3) dopamine receptor (Homo sapiens), P35462; D3R cells, DiscoveRx beta-arrestin luminescence, antagonist mode; stronger effect = lower value; max response, negative = inhibition, %; hit rate 2.5% among 360,000; AID 652054, 2013; in the data active means max response below about -50%; inconclusive means no clear call, values can overlap the other calls; further: on the % scale 0 is the no-effect control and ±100 the full control effect; mostly tested at two doses, the higher about 12 µM
Target sequence (P35462 whole entry, looked up): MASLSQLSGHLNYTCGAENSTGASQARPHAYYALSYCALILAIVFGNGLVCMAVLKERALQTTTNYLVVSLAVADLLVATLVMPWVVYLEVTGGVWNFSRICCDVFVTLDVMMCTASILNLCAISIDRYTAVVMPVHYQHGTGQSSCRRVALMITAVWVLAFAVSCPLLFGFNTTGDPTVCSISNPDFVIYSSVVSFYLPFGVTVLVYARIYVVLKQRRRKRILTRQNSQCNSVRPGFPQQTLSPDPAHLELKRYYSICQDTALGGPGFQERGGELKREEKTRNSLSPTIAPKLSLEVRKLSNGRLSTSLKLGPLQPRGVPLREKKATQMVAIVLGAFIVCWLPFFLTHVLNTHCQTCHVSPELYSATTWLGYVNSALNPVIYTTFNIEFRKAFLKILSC
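Cells plated overnight at 1500 cells/well, then exposed to library compounds with dopamine controls for 90 minutes at 37 degrees C. DiscoveRx reagent added for 30–60 minutes at room temperature; luminescence read, quantitative HTS format.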
KB-V1 MDR tox: qHTS assay for MDR1-selective chemotherapeutics: Primary screen using the drug-selected MDR subline cells KB-V1 | KB-V1 MDR cells viability, CellTiter-Glo, 72 h | Potency, µM (top dose mostly 46.1 µM), without a hit: at the highest dose activity change, negative = cytotoxicity, actives largely listed as cytotoxic | hit rate 3.4% among 400,000 | AID 1347076, 2019; further: potency means the concentration at half of the fitted maximal effect; on the % scale 0 is the no-effect control and ±100 the full control effect; nearly all actives have a fitted effect of over 60% in size
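Following 72 h at 37 degrees C with compound, KB-V1 cell viability was read by CellTiter-Glo luminescence, medium being phenol-red-free DMEM plus 10% FBS; concentration-response parameters came from normalized, curve-fitted qHTS data.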
GLP1R inv ag: qHTS of GLP-1 Receptor Inverse Agonists (Inhibition Mode) | Potency, µM (top dose mostly 38.3 µM), for inactives: at the highest dose activity change, negative = inhibition, hits mostly inhibitors | Glucagon-like peptide 1 receptor (Homo sapiens), P43220 | hit rate 1.6% among 410,000 | HEK293 GLP-1R CRE-luciferase, luminescence, 24 h; GLP-1R form is constitutively active; further: potency means the concentration at half of the fitted maximal effect; on the % scale 0 is the no-effect control and ±100 the full control effect; nearly all actives have a fitted effect of over 55% in size
Target sequence (P43220 whole entry, looked up): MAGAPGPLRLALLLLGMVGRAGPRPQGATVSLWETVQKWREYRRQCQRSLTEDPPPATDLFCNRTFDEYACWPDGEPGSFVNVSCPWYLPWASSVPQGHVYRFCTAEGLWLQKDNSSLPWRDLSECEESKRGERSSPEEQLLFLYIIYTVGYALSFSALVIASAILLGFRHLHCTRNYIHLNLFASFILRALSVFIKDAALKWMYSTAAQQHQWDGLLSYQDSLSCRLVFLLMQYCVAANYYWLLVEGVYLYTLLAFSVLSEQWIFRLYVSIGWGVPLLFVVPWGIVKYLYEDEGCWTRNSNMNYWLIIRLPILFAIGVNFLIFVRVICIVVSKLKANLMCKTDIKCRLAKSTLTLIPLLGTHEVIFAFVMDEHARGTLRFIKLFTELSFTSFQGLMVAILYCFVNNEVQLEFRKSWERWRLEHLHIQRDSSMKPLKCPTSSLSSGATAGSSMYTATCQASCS
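GLP-1R inverse agonism mode: basal reporter luminescence in engineered HEK293 cells measured after one day of compound exposure at 37 deg C, with a 12 min room-temperature detection step.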
PTHR1 agonist: qHTS for PTHR1 Agonists: Primary Screen; AID 743266, 2014; HEK293 GP2 PTHR1 cells, GloSensor cAMP luminescence, 1 h; hit rate 0.075% among 410,000; Parathyroid hormone/parathyroid hormone-related peptide receptor (Homo sapiens), Q03431; Potency, µM (titrated, usually from 115 µM), for inactives: top-dose activation, actives largely listed as activators; further: potency means the concentration at half of the fitted maximal effect; nearly all actives have a fitted effect of over 55% in size; some results filed as inactive show a strong effect at the top dose; inactives centre near -15; many of its hits are not listed in these tables
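HEK-293-derived GP2 cells expressing PTHR1 and a GloSensor cAMP reporter, 3,000/well, plated overnight, given luciferin plus IBMX (each 0.5 mM as added) for 1 h at 37 °C, then compound for 1 h at 37 °C. Luminescence was read after 15 min at room temperature.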
GLP-1R agonist: qHTS of GLP-1 Receptor Agonists; Potency, µM (titrated, usually from 45.6 µM), inactives show at the top dose activation, hits mostly activators; hit rate 0.007% among 380,000; AID 624172, 2012; Glucagon-like peptide 1 receptor (Homo sapiens), P43220; HEK293 GLP-1R CRE-luciferase, luminescence, 4-6 h; cells express a hypersensitive GLP-1R form; further: potency means the concentration at half of the fitted maximal effect; % of control where 0% means no effect
DRD3 agonist: qHTS of D3 Dopamine Receptor Agonist: qHTS | D(3) dopamine receptor (Homo sapiens), P35462 | D3R DiscoveRx beta-arrestin cells, luminescence, 90 min | max activation, % | hit rate 0.58% among 410,000 | AID 652048, 2013; in the data active means max activation above about 30%; further: 0% is about no effect; mostly tested at two doses, the higher about 12 µM
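Agonist mode: compounds and dopamine controls were applied to plated cells for 90 min at 37 degrees C after an overnight attachment at 1500 cells/well. Luminescent read-out followed 30 - 60 minutes at room temperature with DiscoveRx detection reagent.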
GLP1R cytotox: qHTS of GLP-1 Receptor Inverse Agonists: Cytotox Screen | HEK293 cAMP-luciferase reporter cells, luminescence, 24 h | Potency, µM (highest dose often 38.3 µM), for inactives: top-dose activity change, negative = inhibition, hits mostly inhibitors | hit rate 0.13% among 410,000;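 further: loss of luciferase light is scored as toxicity; potency means the concentration at half of the fitted maximal effect; on the % scale 0 is the no-effect control and ±100 the full control effect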
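1536-well qHTS counterscreen of the MLSMR; 200 cells/uL, 12 h pre-incubation, 23 nL cpd, 24 h at 37 deg C 5% CO2, luciferase detection reagent, 12 min RT, luminescence. Inhibition = undesired.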
TDP-43 yeast inh: qHTS of TDP-43 Inhibitors; TDP-43 expressing yeast growth rescue, BacTiter-Glo, 24 h; Potency, µM (doses to about 46.1 µM), for the others: at the top dose growth rescue (activation), hits mostly activators; AID 652104, 2013; hit rate 1.8% among 410,000; further: potency means the concentration at half of the fitted maximal effect; % of control where 0% means no effect; nearly all actives have a fitted effect of over 50% in size
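Readout is BacTiter-Glo luminescence of cell growth, so inhibitors register as activators. TDP-43-expressing yeast at OD600=0.02 in galactose medium, after raffinose pregrowth to mid-log, were incubated with compound for 24 hr at 30 deg C.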
aSyn rescue: qHTS of alpha-syn Inhibitors. Yeast expressing alpha-synuclein, growth rescue, BacTiter-Glo, 24 h. Potency, µM (highest dose often 46.1 µM), for the others: top-dose growth rescue (activation), most hits filed as activators. hit rate 0.14% among 370,000; further: potency means the concentration at half of the fitted maximal effect; % of control where 0% means no effect; nearly all actives have a fitted effect of over 65% in size
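Readout is rescue of growth in alpha-synuclein-expressing yeast, so inhibitors of toxicity appear as activators. Growth after 24 hr at 30 deg C in galactose medium is quantified by luminescence.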
* = called active by the depositor; i = inactive; ? = inconclusive; . = no result given; & = joins results of further samples; [ ] = another dose, or the depositor's remark. Unless noted, the call rests on the fitted dose curve; in most records, active means well fitted curve in the direction sought with a large enough effect; inconclusive means small, poorly fitted or top-dose-only effect, or another doubt; inactive means no such curve, though single readings can be large; an effect the other way counts as inactive or inconclusive.

SMILES	D3 antag	KB-V1 MDR tox	GLP1R inv ag	PTHR1 agonist	GLP-1R agonist	DRD3 agonist	GLP1R cytotox	TDP-43 yeast inh	aSyn rescue
COc1ccc(CNC(=O)COc2cc(O)c3c(c2)OC(C)(C)CC3=O)c(OC)c1	25	0%	-25%	-2%	17%	9	-3%	0%	?
COc1ccccc1N(CC(=O)Nc1ccc(S(=O)(=O)N2CCOCC2)cc1)S(C)(=O)=O	-10	-2%	11%	-14%	6%	4	-7%	-14%	-2%
COc1ccccc1N1CCN(S(=O)(=O)c2ccc3[nH]c4c(c3c2)CCCC4)CC1	.	?	?	0%	.	-2	2%	0%	.
Cc1ccc(S(=O)(=O)N2CCN(C(=S)NCCc3ccccc3)CC2)cc1	3	12%	-26%	-24%	6%	0	15%	0%	-6%
O=C1CC(c2ccccc2)Cc2nc(N3CCc4ccccc43)ncc21 (stereo not given)	8	10%	13%	-1%[57.5 µM]	0%	5	4%	-5%	4%
O=C(c1cc2ccccc2oc1=O)N1CCN(Cc2ccc3c(c2)OCO3)CC1	-21	-13%	?	-12%	3%	11	-12%	13%	1%
COc1ccc(NC(=O)c2nn(C)c3c2CSc2ccc(C)cc2-3)cc1OC	.	?	?	i	.	4	8%	22µM*	.
CCN(Cc1ccccc1)C(c1ccc(C)cc1)c1nnnn1C(C)(C)CC (stereo not given)	5	-51%	?	-19%[57.5 µM]	-7%	-5	15%	-9%	-7%
Cc1noc(C)c1COc1ncnc2ccccc12	3	1%	5%	-10%	9%	1	5%	-20%[1.82 µM]	1%
CCOC(=O)C1=C(CC)Nc2ccccc2N=C1NC(=O)c1ccc(S(=O)(=O)N2CCCC2)cc1	13	?	?	-11%	10%	-6	-22%	-7%	0%
CCCCOc1ccc(-c2nc(/C=N/c3nccs3)c(O)o2)cc1	1	0%	18%	-24%	-7%	-7	5%	13%	3%
C/C(=N\NC(=O)COc1ccccc1)c1ccc(O)cc1	6	4%	62%[activator]	i	8%	0	10%	-14%	0%
Cc1ccc2nc(/C(C#N)=C/c3ccc(-c4cccc(Cl)c4)o3)[nH]c2c1	.	1%	?	i	.	5	107%[activator]	2µM*	.
c1ccc(-c2nc3c(ccc4ccccc43)[nH]2)nc1	0	-3%	?	i	0%	-10	?	?	-1%
O=C(Nc1ccc(N2CCCC2)cc1)c1ccccc1[N+](=O)[O-]	-3	?	-29%	i	0%	10	-40%	13%	-7%
CCCOC1OC(=O)c2c1ccc(OC)c2OC (stereo not given)	-10	?	8%	i	0%	10	9%	8%	5%
C[C@@H]1O[C@@H](OC[C@H]2O[C@@H](Oc3c(-c4ccc(O)cc4)oc4cc(O)cc(O)c4c3=O)[C@H](O)[C@@H](O)[C@@H]2O)[C@H](O)[C@H](O)[C@H]1O	-20	-4%	-1%	-22%	-1%	-5	-12%	12%	-4%
COc1ccc(C(=O)Nc2ccc3c(c2)N(C2CCCC2)C(=O)c2ccccc2S3)cc1OC	.	-12%	?	i	.	-9	0%	7%	.
COC(=O)c1cc(S(=O)(=O)NCC2CCN(CCc3cccs3)CC2)cn1C	-17	-43%	?	?	4%	-15	?	-16%	-4%
N/C(=N\OC(=O)c1cccc([N+](=O)[O-])c1)c1cccnc1	6	0%	30%	i	10%	3	6%	?	0%
CC(C)C(=O)N1CCN(c2ccccc2NC(=O)c2ccc(Br)o2)CC1	6	2%	?	i	20%	4	0%	?	-24%
Cc1ccc(S(=O)(=O)N(C)C)cc1NC(=O)C1CCCN(C(=O)c2ccc(Cl)cc2)C1 (stereo not given)	4	5%	-31%	-10%	9%	0	-7%	4%	1%
CCOC(=O)c1cnc(-n2nc(C)cc2C)nc1Oc1ccc(C(=O)OC)cc1	-19	3%	25%	-10%	6%	11	6%	-8%	-5%
COc1ccc(NC(=O)C2CCN(S(=O)(=O)c3cn(C)nc3C)CC2)cc1	-11	-17%	13%	i	9%	-17	6%	-8%	-5%

Reformatted with bars between the fields: four of the compounds above
molecule | D3 antag | KB-V1 MDR tox | GLP1R inv ag | PTHR1 agonist | GLP-1R agonist | DRD3 agonist | GLP1R cytotox | TDP-43 yeast inh | aSyn rescue
COc1ccccc1N(CC(=O)Nc1ccc(S(=O)(=O)N2CCOCC2)cc1)S(C)(=O)=O | -10 | -2% | 11% | -14% | 6% | 4 | -7% | -14% | -2%
COc1ccccc1N1CCN(S(=O)(=O)c2ccc3[nH]c4c(c3c2)CCCC4)CC1 | . | ? | ? | 0% | . | -2 | 2% | 0% | .
Cc1ccc(S(=O)(=O)N2CCN(C(=S)NCCc3ccccc3)CC2)cc1 | 3 | 12% | -26% | -24% | 6% | 0 | 15% | 0% | -6%
O=C1CC(c2ccccc2)Cc2nc(N3CCc4ccccc43)ncc21 (stereo not given) | 8 | 10% | 13% | -1%[57.5 µM] | 0% | 5 | 4% | -5% | 4%

Next entries
SMILES	D3 antag	KB-V1 MDR tox	GLP1R inv ag	PTHR1 agonist	GLP-1R agonist	DRD3 agonist	GLP1R cytotox	TDP-43 yeast inh	aSyn rescue
COc1cccc(NC(=O)c2oc3ccccc3c2NC(=O)c2ccc(C(F)(F)F)cc2)c1	.	4%	1%	i	.	-6	-1%	5%	.
COc1ccc(NC(=O)c2ccc(-c3ccccc3Cl)o2)cc1	-10	7%	?	-90%[inhibitor]	25%	-44	0%	8%	-11%
O=C(/C=C/NNC(=O)c1ccc(Cl)cc1)c1ccccc1	-12	-29%	?	-15%	-10%	-5	?	4%	0%
CCN1CCN(C(=O)C2CCCN(S(=O)(=O)c3cccc4nsnc34)C2)CC1 (stereo not given)	-22	-6%	18%	i	1%	-4	2%	-27%	1%
Cc1cccc(C(=O)NNC(=O)c2ccccc2[N+](=O)[O-])c1	-9	-16%	13%	-8%	0%	-3	5%	4%	-4%
CC(C)c1ccc(-n2c(-c3ccccc3)c[n+]3c2CCc2ccccc2-3)cc1	-4	-13%	?	-15%	0%	2	?	-7%	-3%
N#C/C(=C\Nc1ccccc1SC(F)(F)F)c1nc(-c2ccc(F)cc2)cs1	0	?	2%	-2%	4%	0	-13%	9%	3%
N#CCC(=O)N/N=C/c1ccc(OCc2ccccc2)cc1	-25	-1%	21%	i	7%	-2	5%	6%	-3%
Cc1ccc(C)c(NS(=O)(=O)c2cc(C(=O)NCC3CCCO3)ccc2C)c1 (stereo not given)	-14	.	?	-19%	3%	2	2%	0%	0%
Cc1ccc(S(=O)(=O)C[C@@H]2OC3CCCCC3N2S(=O)(=O)c2ccc(C)cc2)cc1 (stereo not given in full)	-16	?	-21%	-5%	.	3	1%	4%	-4%
CCN(c1ccccc1)S(=O)(=O)c1ccc(Cl)c(NC(=O)CSc2nnc(C)s2)c1	-7	8%	?	-19%	19%	2	10%	10%	0%
S=C1NCCOCCOCCOCCNC(=S)N2CCOCCOCCN1CCOCCOCC2	-22	12%	0%	-8%	7%	3	6%	-10%	1%
CSc1cccc(NC(=O)CNS(=O)(=O)c2ccccc2)c1	6	7%	-15%	i	-4%	1	-2%	3%	-6%
Cc1ccnc(NC(=O)COc2c(C)cc(C)cc2[N+](=O)[O-])c1	5	?	-10%	i	21%	-3	-10%	19%	6%
CS(=O)(=O)c1ncc(N(Cc2ccccc2)Cc2ccco2)c(C(=O)Nc2cccc(C(F)(F)F)c2)n1	.	-6%	?	-37%[inhibitor]	.	3	-12%	17%	.
Cc1cc(C)cc(NC(=O)C2(c3cccs3)CCOCC2)c1	3	?	?	i	-4%	0&1	-2%&13%	15%&20%	4%
Cc1ccccc1Cn1c(C)nc2ccc([N+](=O)[O-])cc2c1=O	12	1%	-26%	-25%	5%	0	-16%	28%	5%
Cc1cc(Cl)ccc1OCC(O)CNCCc1ccc(S(N)(=O)=O)cc1 (stereo not given)	-8	-20%	?	i	-3%	-14	-12%	3%	-1%
Cc1ccnc(SCCn2c(N3CCOCC3)nc3c2c(=O)[nH]c(=O)n3C)n1	7	24%	6%	-8%	-5%	6	-9%	-1%	1%
CC1(C)Cc2cccc(OCC(O)CNCc3ccccn3)c2O1 (stereo not given)	-4	?	-19%	-44%[57.5 µM]	-17%	-12	-9%	6%	1%
CN=C(Nc1cc(C)nn1CCC#N)c1ccccc1	-13	0%	6%	-18%[57.5 µM]	3%	3	1%	2%	0%
C=CCn1c(SCC(=O)Nc2nc(C)cs2)nnc1C(C)NC(=O)c1ccccc1Cl (stereo not given)	-9	0%	6%	i	10%	-4	3%	-20%	0%
COc1ccc(NC(=O)CCNS(=O)(=O)c2cccc3nsnc23)cc1Cl	.	0%	-2%	i	-2%	5	-4%	15%	.
CCOc1ccc(CNC(=O)COc2cc(=O)n(C)c3ccccc23)cc1	.	0%	-11%	i	-1%	-3	-13%	15%	.
Cc1ccc(NC(=O)CCNS(=O)(=O)c2ccc3[nH]c(=O)oc3c2)c(Cl)c1	5	0%	8%	-5%	0%	26	0%	3%	-2%
COc1ccccc1COc1ccc2c(C)c(CC(=O)O)c(=O)oc2c1C	2	15%	16%	i	1%	4	7%	8%	0%
COc1cc(C(=O)OCC(=O)NCc2ccc(F)cc2)cc(NC(=O)c2cccs2)c1OC	5	6%	36%[activator]	-20%	-4%	-1	0%	18%	-4%
Cc1ccc(C)c(CNC(=O)c2ccc3c(c2)nc2n3CCC(C)C2)c1 (stereo not given)	.	.	12%	i	.	-23	-12%	6%	.
O=C(NCCc1ccccc1)C(=O)NCC(c1ccco1)N1CCOCC1 (stereo not given)	-4	-12%	26%	-4%	7%	-4	-4%	-4%	2%

Screening data from PubChem.

The list is partial, so the mix of outcomes need not match the whole.
